KOR beta-arrestin-1: kappa opioid receptor activators – cell-based, luminescence, uHTS, primary screen (AID 1777). KOR beta-arrestin recruitment, luminescence; higher % means a stronger effect. activation, % at 10 µM, or EC50 in µM where a hit was titrated. 280,000 tested, 0.02% active; in the data active means activation above about 50%, passing the limit was not always enough; further: a part of the inactive calls stands beside numbers as strong as those of hits
GPR55 antagonists: GPR55 antagonists blocking LPI-driven arrestin recruitment, primary screen, imaging, U2OS, beta-arrestin-GFP, LPI agonist (AID 2013); inhibition, % at 10 µM; hits with a dose series show IC50 in µM; U2OS GPR55 beta-arrestin-GFP translocation imaging, LPI antagonism; higher % means a stronger effect; 290,000 tested, 0.13% active;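 active means spots per cell inhibited over 60%, with over 100 cells counted and total cytoplasm intensity under 500,000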;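 further: U2OS cells stably carrying GPR55 and arrestin-GFP stimulated by 5 µM LPI near EC80; imaged beta-arrestin-GFP aggregate spots per cell after agonist stimulation; plate controls were LPI-stimulated DMSO wells for no effect and DMSO wells without LPI for full effect; some results filed as inactive read as strong as hits; confirmed hits need IC50 under 10 µM and bright autofluorescent wells are also inconclusive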
NTR1 agonist: agonists of NTR1, primary screen, imaging, U2OS cells, beta-arrestin-GFP, high content (AID 493036) | activation, % at 20 µM | P30989 | 330,000 tested, 0.17% active | NTR1-U2OS beta-arrestin-GFP spot imaging, agonist mode;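 active means activation at or above 40% of the spot to cytoplasm intensity ratio, with at least 20 cells analyzed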;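 further: 0% = DMSO without peptide and 100% = 100 nM NTR1 peptide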
Target sequence (P30989 whole entry, looked up): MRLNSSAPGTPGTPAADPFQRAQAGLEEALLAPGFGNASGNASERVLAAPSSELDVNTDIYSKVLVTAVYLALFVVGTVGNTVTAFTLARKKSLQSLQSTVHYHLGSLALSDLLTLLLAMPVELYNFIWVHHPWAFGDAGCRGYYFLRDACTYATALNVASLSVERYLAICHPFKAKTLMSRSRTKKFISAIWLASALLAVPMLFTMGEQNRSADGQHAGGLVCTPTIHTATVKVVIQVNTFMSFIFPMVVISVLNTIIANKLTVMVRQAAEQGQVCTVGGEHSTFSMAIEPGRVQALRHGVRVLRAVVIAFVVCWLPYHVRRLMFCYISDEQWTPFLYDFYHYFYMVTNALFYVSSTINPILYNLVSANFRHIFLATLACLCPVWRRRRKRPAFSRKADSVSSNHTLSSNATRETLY
GPR55 activation: GPR55 agonists via beta-arrestin recruitment, primary screen, imaging, U2OS cells, beta-arrestin-GFP redistribution (AID 1961) | U2OS GPR55 beta-arrestin-GFP redistribution imaging; higher % means a stronger effect | activation, % at 10 µM; hits with a dose series show EC50 in µM | 290,000 tested, 0.048% active;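 active means activation above 40% with more than 50 cells counted in the well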;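 further: U2OS osteosarcoma cells stably expressing GPR55 and beta-arrestin-GFP; plate controls were DMSO negative control for no effect and LPI positive control for full effect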
KOR beta-arrestin-2: KOR antagonists, beta-arrestin recruitment, cell-based, luminescence, uHTS (AID 1778); KOR beta-arrestin recruitment, luminescence, antagonist mode; higher % means a stronger effect; one-dose inhibition, % at 10 µM; IC50 in µM for titrated hits; 290,000 tested, 0.091% active; further: strong numbers were not always called active
NOD1 inhibition: inhibition of NOD1-driven NF-kB reporter – cell-based, luminescence, uHTS, primary screen (AID 1578); NOD1-driven NF-kB luciferase reporter cells, luminescence; higher % means a stronger effect; one-dose inhibition, % at 4 µM; EC50 in µM for titrated hits; 290,000 tested, 1% active; in the data active means inhibition mostly above about 36%, no sharp cut-off; inactive means mostly below about 34%;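 further: HEK-293T reporter cells stimulated with the NOD1 agonist gamma-tri-DAP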
T cell modulator: T cell immune modulation candidate | 2C CD8+ T cell-vesicle binding, flow cytometry; stronger effect = lower value | calls only at 7 µM | 330,000 tested, 0.068% active | AID 2052;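 active means response, share of CD8 T cells binding vesicles, and their 90th percentile fluorescence all below set limits, cut at about 80% in these data, passing the limit was not always enough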
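Test system: purified 2C TCR transgenic mouse naive CD8+ T cells. Probe or stimulus: QL9-peptide-loaded Drosophila micro-vesicles bearing Ld, ICAM-1 and B7-1. Incubation: binding step 1.5 h, 37 °C, antibody labelling 20 min, ice. Measured by: flow cytometry of vesicle-bound cells.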
Myeloid diff 2: myeloid differentiation induction; 360,000 tested, 1% active; ER-HoxA9 myeloid progenitors, lysozyme-GFP differentiation, flow cytometry; calls only at 10 µM;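 active means normalized GFP-positive differentiation at or above the plate's own cutoff, the solvent-only control mean plus 3 SD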;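 further: cells exposed to compound for four days before flow analysis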
NOD2 inhibition: inhibition of NOD2-driven NF-kB reporter – cell-based, luminescence, uHTS, HEK293 (AID 1566); HEK293 NOD2/NF-kB luciferase reporter, luminescence; higher % means a stronger effect; inhibition, % at 4 µM, or EC50 in µM where a hit was titrated; 290,000 tested, 0.63% active; further: many of its hits are not listed in these tables
T cell modulator vesicle-bound %: further read-out of T cell modulator, marked with its call; double positive events, %; measured here: CD8+ vesicle-bound cell fraction;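 binding gate set so that unloaded-vesicle control wells show 10% double positive cells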
NTR1 agonist cell count 20 µM: further read-out of NTR1 agonist, marked with its call; cell count; measured here: cell count, cytotoxicity flag
Myeloid diff 2 GFP+ MAC1+ %: recorded beside Myeloid diff 2, whose call it bears; GFP+ MAC1+ double positive, %; measured here: differentiation confirmed by MAC1 staining
Active calls of the source: *; i = inactive; nt = not tested or not shown; [ ] = another dose, or the depositor's remark. Unless noted, no stated cut-off is given here; in the data, active means inhibition above about 50%; inactive means the rest. This is a subset (hit frequency here may not be typical).

Short keys: A = KOR beta-arrestin-1; B = GPR55 antagonists; C = NTR1 agonist; D = NTR1 agonist cell count 20 µM; E = GPR55 activation; F = KOR beta-arrestin-2; G = NOD1 inhibition; H = T cell modulator; I = T cell modulator vesicle-bound %; J = Myeloid diff 2; K = Myeloid diff 2 GFP+ MAC1+ %; L = NOD2 inhibition
Molecule: CCn1c(=O)c(=O)n(CC)c2cc(S(=O)(=O)N3CCc4ccccc43)ccc21
  A = -2.9% | B = 6% | C = -0.2 | D = 39 | E = 0.3% | F = -6% | G = 0% | H = i | I = 62 | J = i | K = 3.4 | L = 12%
Molecule: Cc1ccc(S(=O)(=O)NC(CC(=O)N2CCc3ccccc32)c2ccco2)cc1 (configuration not stated)
  A = 0.4% | B = 14% | C = 0.3 | D = 61 | E = 0.6% | F = 4% | G = -15% | H = i | I = 30 | J = i | K = 0.9 | L = 12%
Molecule: CCCCc1nnc(NC(=O)C2CCCO2)s1 (configuration not stated)
  A = 0.0% | B = 3% | C = -0.5 | D = 52 | E = -0.1% | F = 2% | G = -21% | H = i | I = 7 | J = i | K = 3.6 | L = -18%
Molecule: O=C(Nc1ccc2cccnc2c1)c1ccc(Br)cc1
  A = -2.0% | B = -4% | C = 1.8 | D = 52 | E = 0.0% | F = -33%[20 µM] | G = -32% | H = i | I = 47 | J = i | K = 0.3 | L = -11%
Molecule: CCCCCN(C(=O)COC(=O)c1ccc(Br)o1)c1c(N)n(CCCC)c(=O)[nH]c1=O
  A = -1.6% | B = -15% | C = 1.0 | D = 61 | E = -0.1% | F = 28% | G = 6% | H = i | I = 55 | J = i | K = 0.8 | L = -5%
Molecule: Fc1ccc(CNc2ncnc3cc(Cl)ccc23)cc1
  A = -15% | B = 14% | C = 1.7 | D = 84 | E = -0.1% | F = -31% | G = nt | H = i | I = 64 | J = i | K = 1.0 | L = nt
Molecule: CCNc1nc(Sc2ccc(C)cc2)cc(C(F)(F)F)n1
  A = 1.6% | B = -5% | C = 6.4 | D = 78 | E = -0.1% | F = -15% | G = 16% | H = i | I = 42 | J = i | K = 0.8 | L = 14%
Molecule: Cn1c(=O)c2c(SCc3cccc(C(F)(F)F)c3)nc(-c3ccco3)nc2n(C)c1=O
  A = -2.1% | B = 12% | C = 11 | D = 73 | E = -0.1% | F = 26% | G = -67% | H = i | I = 9 | J = i | K = 3.7 | L = -15%
Molecule: Cc1nc2ccc(S(=O)(=O)NCC(=O)NCCN3CCCCCC3)cc2s1
  A = 0.9% | B = -8% | C = -0.6 | D = 59 | E = 0.0% | F = -17% | G = -12% | H = i | I = 42 | J = i | K = 1.1 | L = 20%
Molecule: Cc1ccc(SC(C)C(=O)NCc2ccncc2)cc1 (configuration not stated)
  A = -4.8% | B = -4% | C = -0.9 | D = 56 | E = -0.4% | F = 3% | G = -39% | H = i | I = 60 | J = i | K = 0.5 | L = 4%

The closing 5 records of the part before come first, to join the parts.
Short keys: A = KOR beta-arrestin-1; B = GPR55 antagonists; C = NTR1 agonist; D = NTR1 agonist cell count 20 µM; E = GPR55 activation; F = KOR beta-arrestin-2; G = NOD1 inhibition; H = T cell modulator; I = T cell modulator vesicle-bound %; J = Myeloid diff 2; K = Myeloid diff 2 GFP+ MAC1+ %; L = NOD2 inhibition
Molecule: Fc1ccc(CNc2ncnc3cc(Cl)ccc23)cc1
  A = -15% | B = 14% | C = 1.7 | D = 84 | E = -0.1% | F = -31% | G = nt | H = i | I = 64 | J = i | K = 1.0 | L = nt
Molecule: CCNc1nc(Sc2ccc(C)cc2)cc(C(F)(F)F)n1
  A = 1.6% | B = -5% | C = 6.4 | D = 78 | E = -0.1% | F = -15% | G = 16% | H = i | I = 42 | J = i | K = 0.8 | L = 14%
Molecule: Cn1c(=O)c2c(SCc3cccc(C(F)(F)F)c3)nc(-c3ccco3)nc2n(C)c1=O
  A = -2.1% | B = 12% | C = 11 | D = 73 | E = -0.1% | F = 26% | G = -67% | H = i | I = 9 | J = i | K = 3.7 | L = -15%
Molecule: Cc1nc2ccc(S(=O)(=O)NCC(=O)NCCN3CCCCCC3)cc2s1
  A = 0.9% | B = -8% | C = -0.6 | D = 59 | E = 0.0% | F = -17% | G = -12% | H = i | I = 42 | J = i | K = 1.1 | L = 20%
Molecule: Cc1ccc(SC(C)C(=O)NCc2ccncc2)cc1 (configuration not stated)
  A = -4.8% | B = -4% | C = -0.9 | D = 56 | E = -0.4% | F = 3% | G = -39% | H = i | I = 60 | J = i | K = 0.5 | L = 4%
Molecule: CCC(=O)NCCCc1nc2ccccc2n1Cc1ccccc1F
  A = -0.8% | B = 7% | C = 1.5 | D = 51 | E = -0.1% | F = 14% | G = -35% | H = i | I = 6 | J = i | K = 0.5 | L = 4%
Molecule: COc1ccc(/C=N\N=C2/SC(CC(=O)O)C(=O)N2c2ccc(O)cc2)cc1 (configuration not stated)
  A = 0.5% | B = 21% | C = 0.3 | D = 38 | E = -0.2% | F = 18% | G = -9% | H = i | I = 10 | J = i | K = 6.1 | L = 2%
Molecule: CN1CCc2nc(NC(=O)COc3ccc(C#N)cc3)sc2C1
  A = -1.5% | B = -4% | C = 0.0 | D = 56 | E = 0.1% | F = 5% | G = -30% | H = i | I = 58 | J = i | K = 0.2 | L = 5%
Molecule: Cc1ccc(C(=O)NC2CCN(C(=O)N3CCOCC3)CC2)cc1
  A = -0.3% | B = 16% | C = -0.1 | D = 77 | E = 0.6% | F = 10% | G = -7% | H = i | I = 33 | J = i | K = 1.4 | L = -2%
Molecule: O=C(CNc1cccc(F)c1)N1CCc2ccccc2C1
  A = -4.3% | B = -16% | C = -0.3 | D = 84 | E = -0.1% | F = 14% | G = 4% | H = i | I = 45 | J = i | K = 1.5 | L = -56%
Molecule: Cc1ccccc1NS(=O)(=O)c1c(C(=O)N2CCCCCC2)c(C)n(C)c1C
  A = -3.5% | B = 3% | C = -1.3 | D = 75 | E = -0.2% | F = -20% | G = 3% | H = i | I = 3 | J = i | K = 0.8 | L = 19%
Molecule: Cc1ccc(C(C)C)cc1OCCCCN1CCCC1
  A = 1.2% | B = 6% | C = 0.3 | D = 60 | E = -0.2% | F = -67% | G = -27% | H = i | I = 48 | J = i | K = 1.6 | L = -4%

Looked up above.
T cell modulator vesicle-bound % with Cc1ccc(C(=O)NC2CCN(C(=O)N3CCOCC3)CC2)cc1 is entered as 33
NTR1 agonist with O=C(CNc1cccc(F)c1)N1CCc2ccccc2C1 is entered as -0.3
